NALP1 yeast inh: inhibitors of NALP1 inflammasome in yeast. 280,000 tested, 0.61% active. S. cerevisiae NALP1/ASC/caspase-1 growth, X-gal OD620, 72 h. inhibition, % at 10 µM; in the data active means inhibition mostly above about 24%, no sharp cut-off; inactive means mostly below about 32%; further: some compounds called inactive have numbers as strong as hits
GalR3 antagonist: human GalR3 antagonism. 360,000 tested, 0.44% active. inhibition, % at 3 µM. O60755. HEK293 GalR3-CNG cAMP membrane potential fluorescence; galR3 body fused to GalR1 C-terminus;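 active means inhibition above the screen-wide average plus 3 SD, cut at about 13% in these data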;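 further: forskolin and galanin both at EC90 stimulate the cells; cAMP rise reported by CNG channel membrane potential dye signal; 0% = forskolin plus galanin with DMSO and 100% = forskolin alone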
Target sequence (O60755 1-299 limits assumed): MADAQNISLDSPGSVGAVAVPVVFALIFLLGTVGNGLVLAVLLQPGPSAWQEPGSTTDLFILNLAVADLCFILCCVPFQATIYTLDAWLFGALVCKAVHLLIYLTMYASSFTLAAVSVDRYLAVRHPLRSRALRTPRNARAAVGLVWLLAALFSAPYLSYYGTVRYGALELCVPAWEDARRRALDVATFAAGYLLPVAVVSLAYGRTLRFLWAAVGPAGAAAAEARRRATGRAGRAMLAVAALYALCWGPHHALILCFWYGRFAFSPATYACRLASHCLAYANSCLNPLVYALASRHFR
OXTR ag: agonists of human oxytocin receptor. CHO-OTR cells, Fluo-8 calcium fluorescence; normalized: DMSO 0%, oxytocin 100%. activation, % at 3 µM. 320,000 tested, 0.32% active. AID 2435;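 active means activation above the mean of all tested compounds plus 3 SD, cutoff set per screening run, cut at about 20% in these data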;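 further: peak over basal fluorescence ratio from a 100 s FLIPR kinetic read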
Target sequence (P30559 whole entry, looked up): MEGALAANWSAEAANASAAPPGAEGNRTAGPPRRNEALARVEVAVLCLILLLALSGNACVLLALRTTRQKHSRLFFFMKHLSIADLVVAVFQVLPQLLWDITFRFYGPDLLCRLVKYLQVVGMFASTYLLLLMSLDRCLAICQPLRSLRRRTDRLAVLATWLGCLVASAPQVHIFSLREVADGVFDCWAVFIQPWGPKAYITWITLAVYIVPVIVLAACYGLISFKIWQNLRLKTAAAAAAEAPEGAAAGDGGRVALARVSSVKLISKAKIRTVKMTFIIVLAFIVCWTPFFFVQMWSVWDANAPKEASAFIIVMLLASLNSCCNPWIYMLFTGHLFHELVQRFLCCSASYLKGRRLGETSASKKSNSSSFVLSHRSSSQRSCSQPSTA
MEKK2wt PB1 HTS: raises or lowers MEK5 binding to wildtype human MEKK2 PB1 domain | Q9Y2U5 | bead flow cytometry, Alexa488-MEK5 binding to MEKK2 WT; actives lie on both sides | binding response (% of control), % at 10 µM | 290,000 tested, 1.1% active | AID 1531; in the data active means binding response below about 67% or above about 130%
OXTR potentiator: potentiates the human oxytocin receptor response | CHO-OTR cells, Fluo-8 calcium fluorescence, potentiator mode; 0% = oxytocin EC15, 100% = EC100 | activation, % at 3 µM | P30559 | AID 2445 | 320,000 tested, 0.061% active;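 active means activation above that plate's cutoff, the mean activation of tested compounds plus 3 SD, cut at about 6.6% in these data, passing the limit was not always enough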;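 further: 100% uses oxytocin at 75 nM as the full agonist control; some results filed as inactive read as strong as hits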
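Replication – single well per compound, singlicate · Assay system – CHO cell line stably expressing human OTR · Timing – 6 min pre-incubation, 100 s read · Measure – normalized max/min fluorescence ratio, % activation · Doses – 3.0 µM, one dose · Detection – Fluo-8 calcium dye fluorescence · Probe or stimulus – oxytocin near EC15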
MEKK2mut PB1 HTS: signal of MEK5 binding to mutant human MEKK2 PB1 domain; bead flow cytometry, Alexa488-MEK5 binding to MEKK2 mutant; percent response, % at 10 µM; 290,000 tested, 0.35% active; AID 1530; in the data active means percent response above about 24%, passing the limit was not always enough; further: inactives centre near 1; some results filed as inactive read as strong as hits
GPR7 antagonist: antagonists of human GPR7 (neuropeptides B/W receptor 1). GPR7-expressing cells, fluorescence antagonist assay. P48145. inhibition, % at 4.4 µM. 290,000 tested, 1.1% active; in the data active means inhibition above about 16%, passing the limit was not always enough;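 further: cells stimulated with the agonist NPW; 0% = agonist with vehicle and 100% = vehicle without agonist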
Target sequence (P48145 whole entry, looked up): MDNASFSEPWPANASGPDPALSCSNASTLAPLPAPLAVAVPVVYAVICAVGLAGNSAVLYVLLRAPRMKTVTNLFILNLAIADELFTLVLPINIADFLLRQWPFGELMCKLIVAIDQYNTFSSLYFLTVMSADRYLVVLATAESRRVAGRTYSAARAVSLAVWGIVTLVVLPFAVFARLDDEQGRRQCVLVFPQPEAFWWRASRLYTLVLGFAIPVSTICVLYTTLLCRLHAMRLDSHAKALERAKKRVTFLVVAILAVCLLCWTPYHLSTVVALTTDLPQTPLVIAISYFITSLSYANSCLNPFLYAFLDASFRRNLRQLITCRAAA
M18AAP inhibitor: PfM18AAP enzyme inhibition. inhibition, % at 7.35 µM. 290,000 tested, 1.2% active. recombinant PfM18AAP, H-Glu-NHMec fluorogenic cleavage. AID 1822;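 active means inhibition above the campaign mean inhibition over all tested compounds plus 3 SD, cut at about 28% in these data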;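 further: 0% = plate median of test compound wells and 100% = 2 mM ZnCl2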
V1R ag counter: V1a receptor agonism, counter-screen for OXTR agonists | activation, % at 3 µM | CHO-V1R cells, Fluo-8 calcium fluorescence, agonist mode; 0% DMSO, 100% 3 nM vasopressin | AID 2797 | 320,000 tested, 0.25% active;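 active means activation above the mean activation of all tested compounds plus 3 SD, per screening run, cut at about 20% in these data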;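 further: signal is peak over basal fluorescence ratio across a 100 second FLIPR read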
* = called active by the depositor; . = no result given.

SMILES | NALP1 yeast inh | GalR3 antagonist | OXTR ag | MEKK2wt PB1 HTS | OXTR potentiator | MEKK2mut PB1 HTS | GPR7 antagonist | M18AAP inhibitor | V1R ag counter
CN(C)S(=O)(=O)c1cccc(N=C2SCCN2Cc2ccccc2)c1 | . | -4.5 | 6.7 | 102.0 | -8.3 | 2.0 | -15.3 | 5.3 | 5.0
Cc1c(C(C)C)c(=O)n(-c2ccc(S(=O)(=O)N3CCOCC3)cc2)n1C | 4.1 | 2.3 | 0.9 | 99.0 | -5.5 | -5.0 | 4.2 | 2.8 | 0.3
COc1cccc(CN2CCC(n3nccc3NC(=O)CCCc3ccccc3)CC2)c1 | 7.0 | 0.1 | 1.4 | 109.0 | -8.5 | -1.0 | -3.8 | -3.8 | 1.9
COc1ccc(C2C(C(=O)c3ccco3)=C(O)C(=O)N2CC2CCCO2)c(OC)c1 (configuration not stated) | 18.1 | -4.3 | 1.0 | 105.0 | -9.0 | 1.0 | -1.3 | 7.5 | -0.2
CCOc1ccc(NC(=O)CN(C)C(=O)c2ccc(COc3ccccc3)cc2)cc1OCC | . | -1.2 | 0.5 | . | -3.1 | . | . | . | 2.9
Cn1c(=O)[nH]c(=O)c2c1nc(N1CCCCC1)n2C/C=N/Nc1ccc(C(=O)O)cc1 | 22.2 | 5.5 | -0.1 | 90.0 | -1.5 | -19.0 | -11.0 | -1.7 | -0.3
COc1ccccc1CNCc1cc(OC)c(OC)cc1OC | 17.0 | -3.8 | -0.1 | 99.0 | -2.8 | 0.0 | -3.5 | -10.1 | -0.6
COc1ccc(S(=O)(=O)N(C)C)cc1NC(=O)CCCSc1ccccc1 | 21.3 | -9.1 | -1.4 | 99.0 | -2.8 | 4.0 | -1.1 | 5.6 | 1.1
COc1cccc(NS(=O)(=O)NC(=O)c2cn(C)c3ccccc23)c1 | 3.1 | -8.2 | -1.0 | 100.0 | -17.4 | -1.0 | 10.3 | 6.7 | 0.2
CC(C)(C)c1cc(CCC(=O)NCc2cccnc2)cc(C(C)(C)C)c1O | 12.9 | -0.8 | . | 98.0 | . | -3.0 | -7.4 | -11.6 | .
COc1ccccc1S(=O)(=O)N1CCN(S(=O)(=O)c2ccccc2C#N)CC1 | 9.6 | -7.3 | 2.3 | 99.0 | -1.3 | 1.0 | -3.6 | 1.5 | 1.0
CC(Cl)C(=O)c1c(N)n(C)c(=O)n(C)c1=O (configuration not stated) | 19.3 | . | -0.3 | 98.0 | 0.8 | -1.0 | 3.3 | 4.2 | 1.0
CCN(C(=O)COC(=O)CNS(=O)(=O)c1ccc2ccccc2c1)C1CCCCC1 | . | -4.6 | 1.7 | . | -6.0 | . | . | . | 3.6
COc1ccc(S(=O)(=O)N(C)CC(=O)NCCc2ccccc2)cc1OC | 7.5 | -8.1 | -1.2 | 105.0 | 1.5 | 3.0 | -10.7 | -2.3 | 0.6
COc1ccc(NS(=O)(=O)c2cccc(C(=O)N3CCCCCC3)c2)cc1 | . | -3.1 | 2.4 | . | -5.2 | . | . | . | 1.2
COCCCN1C(=O)C(=O)/C(=C(/O)c2ccc(OC(C)C)cc2)C1c1cccnc1 (configuration not stated) | 14.5 | -0.3 | 0.1 | 96.0 | -9.5 | -11.0 | -7.4 | 9.2 | -0.4
CC(NS(=O)(=O)c1ccc(Br)cc1)C(=O)NCc1ccc2c(c1)OCO2 (configuration not stated) | 1.1 | -0.1 | -1.1 | 94.0 | -2.0 | 4.0 | -6.8 | -16.2 | 0.1
Cc1nn(-c2ccccc2)c(N2CCCC2)c1/C=N/NC(=S)Nc1ccc(F)cc1 | . | -5.1 | -0.5 | . | -4.7 | . | . | . | -1.2
Cn1nc(-c2ccccc2)c(C(=O)Nc2ccc(C(F)(F)F)cc2)c1Cl | 4.7 | 0.0 | -0.6 | 97.0 | -7.5 | -5.0 | -18.4 | -4.9 | 1.3
COc1ccc(C(CNC(=O)COc2ccccc2OC)N(C)C)cc1OC (configuration not stated) | 3.0 | 4.6 | -0.6 | 96.0 | -11.5 | 1.0 | -8.1 | 6.1 | -0.2
O=C(COc1cc(Cl)c(Cl)cc1Cl)Nc1cccc(O)c1 | 17.8 | -10.3 | 4.9 | 81.0 | -14.4 | 9.0 | 4.2 | -1.4 | 4.0
COc1ccc(CNC(=O)C2CCC(CNS(=O)(=O)c3cccc4cccnc34)CC2)cc1 (configuration not stated) | 2.0 | -0.3 | -0.4 | 95.0 | -6.2 | -5.0 | -12.1 | 7.2 | 0.8
COc1cccc(C(=O)Nc2ccc3[nH]ncc3c2)c1OC | 10.5 | -3.2 | -0.5 | 104.0 | -12.5 | 1.0 | -6.8 | -1.8 | -0.1
Cc1ccc(C(=O)COC(=O)CNC(=O)c2ccc(N3C(=O)c4ccccc4C3=O)cc2)cc1C | 4.8 | 3.6 | -0.1 | 106.0 | -10.4 | 4.0 | 4.7 | -5.4 | 0.2
O=S(=O)(c1ccc2ccccc2c1)N1CCc2ccccc21 | 10.6 | -8.8 | . | 98.0 | . | 3.0 | -7.3 | 2.4 | .
COc1cc(-c2nnc(SCC(=O)Nc3cc(C)on3)n2C)cc(OC)c1O | -19.4 | -3.8 | -0.3 | 108.0 | -5.8 | 6.0 | -11.9 | 8.9 | 0.4
COc1ccc(-c2nnc(SCC(=O)Nc3ccc(C)cc3)n2C)cc1 | -10.6 | -10.3 | -0.8 | 91.0 | -4.3 | 1.0 | -5.4 | -2.3 | 0.3
S=c1[nH]nc(Cc2ccc(Cl)cc2)o1 | . | -4.7 | 0.0 | 90.0 | -5.5 | -11.0 | -7.3 | 13.6 | 0.3
CC1CCN(c2ccc(C(=O)O)cc2)CC1 | 6.2 | 4.8 | 0.6 | 95.0 | -1.8 | -8.0 | -3.9 | 12.4 | 1.6
Cc1cc(C)cc(N2CCCn3c2nc2c3c(=O)n(CC(=O)OCc3ccccc3)c(=O)n2C)c1 | 9.8 | . | -1.7 | 102.0 | 5.1 | 7.0 | -7.5 | 0.0 | -1.0
Cc1ccccc1NC(=O)CSc1nnc(NC(=O)C2CC2)s1 | 9.3 | -6.9 | 0.4 | 101.0 | 3.7 | 1.0 | -12.9 | -5.7 | 0.8
Cc1ccc(Cl)cc1N1CCN(C(=O)c2ccc(CS(=O)Cc3ccc(Cl)cc3)o2)CC1 (configuration not stated) | 6.8 | -0.4 | 3.2 | 98.0 | -9.3 | 3.0 | 0.5 | 3.3 | 5.6
Cc1cc(S(=O)(=O)Nc2ccc(C(=O)NCc3cccnc3)cc2)ccc1F | . | 2.6 | -0.2 | . | -14.6 | . | . | . | 0.0
O=C(O)c1ccoc1CN1CCCCC1 | 11.5 | -4.6 | 1.9 | 100.0 | -1.7 | 1.0 | -0.2 | 7.4 | 1.1
COc1ccc(C2(c3ccc(O)cc3O)CC(c3ccccc3Cl)NC(=S)N2)cc1 (configuration not stated) | -19.4 | -4.5 | -1.0 | 94.0 | -10.4 | -4.0 | 11.1 | 11.0 | -0.8
CCOC(=O)c1ccc(Cl)c(NC(=O)c2cccnc2)c1 | 10.3 | . | -1.6 | 93.0 | -12.4 | -8.0 | -4.6 | 2.4 | 0.6
O=C1CC(c2cccs2)c2ccc3ccccc3c2N1 (configuration not stated) | -5.5 | -6.5 | -0.7 | 101.0 | -3.1 | -1.0 | -14.5 | -5.2 | 0.7
Cc1c(N)cccc1N | . | -0.2 | 0.2 | . | -3.1 | . | . | . | -0.6
CN(C)N1C(N)=C(C#N)C(c2ccc3c(c2)OCO3)C2=C1CC(C)(C)CC2=O (configuration not stated) | 0.5 | -9.7 | -1.0 | 105.0 | -5.1 | 8.0 | -13.8 | -3.2 | -0.1
Cc1ncc([N+](=O)[O-])n1CC(=O)Nc1ccc(Br)cc1 | 9.2 | -11.0 | 0.8 | 105.0 | -3.7 | 10.0 | 6.4 | 3.2 | 0.7
Cn1cccc1Cc1nnc(SCC(=O)N2CCc3ccccc32)n1-c1ccc(F)cc1 | 15.2 | -0.1 | -0.8 | 98.0 | -2.9 | -3.0 | -2.6 | 0.6 | -0.4
Nc1[nH]c(=O)nc(Nc2ccccc2)c1N=O | . | -3.9 | -2.0 | . | 4.0 | . | . | . | 0.8
C#CCSc1nnnn1-c1ccc(OCC)cc1 | 10.3 | -1.4 | -1.6 | 99.0 | -0.1 | -6.0 | -8.0 | -4.5 | -0.6
Cc1cc(C)c(OCC(=O)OCC(=O)N2CCc3ccccc3C2)c(C)c1 | . | 0.0 | -0.8 | . | 4.8 | . | . | . | -1.4
Cc1ccc(OCCCC(=O)Nc2cc(Cl)ccc2-n2cncn2)cc1 | . | -1.3 | -2.4 | . | -3.8 | . | . | . | -1.4

For convenience, some entries already given.
SMILES | NALP1 yeast inh | GalR3 antagonist | OXTR ag | MEKK2wt PB1 HTS | OXTR potentiator | MEKK2mut PB1 HTS | GPR7 antagonist | M18AAP inhibitor | V1R ag counter
Cn1cccc1Cc1nnc(SCC(=O)N2CCc3ccccc32)n1-c1ccc(F)cc1 | 15.2 | -0.1 | -0.8 | 98.0 | -2.9 | -3.0 | -2.6 | 0.6 | -0.4
Nc1[nH]c(=O)nc(Nc2ccccc2)c1N=O | . | -3.9 | -2.0 | . | 4.0 | . | . | . | 0.8
C#CCSc1nnnn1-c1ccc(OCC)cc1 | 10.3 | -1.4 | -1.6 | 99.0 | -0.1 | -6.0 | -8.0 | -4.5 | -0.6
Cc1cc(C)c(OCC(=O)OCC(=O)N2CCc3ccccc3C2)c(C)c1 | . | 0.0 | -0.8 | . | 4.8 | . | . | . | -1.4
Cc1ccc(OCCCC(=O)Nc2cc(Cl)ccc2-n2cncn2)cc1 | . | -1.3 | -2.4 | . | -3.8 | . | . | . | -1.4

Going on with the list:
SMILES | NALP1 yeast inh | GalR3 antagonist | OXTR ag | MEKK2wt PB1 HTS | OXTR potentiator | MEKK2mut PB1 HTS | GPR7 antagonist | M18AAP inhibitor | V1R ag counter
CSc1ccc(-c2nnn(CC(=O)NCc3ccccc3)n2)cc1 | 12.9 | 0.6 | 2.9 | 95.0 | -6.0 | 0.0 | 8.5 | 1.6 | 2.2
CC(=O)N1CCN(C(=O)CCNS(=O)(=O)c2ccc(Br)cc2)CC1 | . | -5.3 | -0.4 | . | 0.2 | . | . | . | 0.4
COc1ccc([N+](=O)[O-])cc1N(CC(=O)N1CCCCC1)S(C)(=O)=O | -3.1 | -2.0 | -1.0 | 98.0 | -9.3 | 6.0 | -12.4 | 0.8 | -0.2
CC1(C)Cc2c(sc(NC(=O)COc3ccc(Cl)cc3)c2C(N)=O)C(C)(C)N1 | 15.3 | -2.7 | 1.3 | 124.0 | -8.1 | 8.0 | 1.8 | -3.7 | 2.5

Filtered by structure: those above with bromine.
SMILES | NALP1 yeast inh | GalR3 antagonist | OXTR ag | MEKK2wt PB1 HTS | OXTR potentiator | MEKK2mut PB1 HTS | GPR7 antagonist | M18AAP inhibitor | V1R ag counter
CC(NS(=O)(=O)c1ccc(Br)cc1)C(=O)NCc1ccc2c(c1)OCO2 (configuration not stated) | 1.1 | -0.1 | -1.1 | 94.0 | -2.0 | 4.0 | -6.8 | -16.2 | 0.1
Cc1ncc([N+](=O)[O-])n1CC(=O)Nc1ccc(Br)cc1 | 9.2 | -11.0 | 0.8 | 105.0 | -3.7 | 10.0 | 6.4 | 3.2 | 0.7
CC(=O)N1CCN(C(=O)CCNS(=O)(=O)c2ccc(Br)cc2)CC1 | . | -5.3 | -0.4 | . | 0.2 | . | . | . | 0.4
